Screens from PubChem.
CHOP inh – CHOP inhibition in unfolded protein response; CHO-K1 CHOP-promoter luciferase, tunicamycin-induced, 15-18 h; inhibition, % at 10 µM; 220,000 tested, 3.8% active; AID 2732;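 active means compounds that reduced the stress-induced luciferase reporter signal by more than about 70% of percent inhibition, limit read from the data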;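 further: 0% = tunicamycin plus vehicle and 100% = wells without tunicamycin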
TRPML3 ag – agonists of human TRPML3 channel; Q8TDD5; HEK293 TRPML3-YFP, Fluo-8 calcium fluorescence; 100% = the carbachol control signal; activation, % at 3 µM; 220,000 tested, 0.29% active; AID 1448;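 active means activation above its plate's cutoff, the mean activation of the plate's test wells plus 3 SD, cut at about 12% in these data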;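 further: 0% = DMSO only wells and 100% = carbachol wells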
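Material: TRPML3-YFP stable HEK293 cells | Dosing: One concentration, 3 µM nominal, 0.3% DMSO | Timing: 125 s total fluorescence read per well | Technique: Fluo-8 calcium dye fluorescence, ex 470-495, em 515-575 nm | Measure: Percent activation from peak-to-basal fluorescence ratio, scaled between DMSO and carbachol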
zfTRPN1 agonist – zebrafish TRPN1 (NompC) channel agonism; HEK293 zebrafish TRPN1-YFP, Fluo-8 calcium fluorescence; 100% = response to 87 µM carbachol; activation, % at 3 µM; 220,000 tested, 0.18% active; AID 1424;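 active means activation above its plate's cutoff, the mean activation of test wells on that plate plus 3 SD, cut at about 19% in these data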;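 further: 0% = DMSO alone and 100% = 87 µM carbachol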
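System: zebrafish TRPN1-YFP in HEK293 cells / Dosing: 3 µM single point / Timing: dye loading 1 h at 37 °C, then 30 min room temperature / Signal: Fluo-8 calcium fluorescence, excitation 470-495 nm, emission 515-575 nm / Read-out basis: percent activation from peak over basal fluorescence ratio, control-normalized / Control set: high carbachol 87 µM, low DMSO alone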
BaF3 parental – reduces parental Ba/F3 cell viability, JAK2V617F counter-screen; CellTiter-Glo ATP luminescence; AID 1486; inhibition, % at 5.6 µM; 220,000 tested, 1.1% active;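 active means inhibition above a per-campaign cutoff, the mean inhibition of all tested compounds plus 3 SD, cut at about 27% in these data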;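 further: 0% = DMSO wells and 100% = JAK Inhibitor I control wells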
RBBP9 inh – inhibitors of human serine hydrolase RBBP9. 220,000 tested, 0.2% active. inhibition, % at 7.94 µM. recombinant RBBP9, FP-Rh probe fluorescence polarization. O75884;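 active means inhibition above the campaign mean of all tested compounds plus 3 SD, cut at about 14% in these data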;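 further: plate controls were DMSO wells with RBBP9 for no effect and wells lacking RBBP9 protein for full effect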
Target sequence (O75884 whole entry, looked up): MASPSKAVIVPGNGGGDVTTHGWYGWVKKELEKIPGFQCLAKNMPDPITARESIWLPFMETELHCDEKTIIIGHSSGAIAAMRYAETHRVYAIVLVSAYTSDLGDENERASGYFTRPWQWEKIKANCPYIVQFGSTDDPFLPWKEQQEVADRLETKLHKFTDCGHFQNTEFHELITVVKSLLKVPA
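Material: RBBP9 protein. Amount: RBBP9 at 2.5 µM in dispensed solution, before mixing. Schedule: 30 min then 45 min, 25 °C. Medium: Tris buffer pH 8.0, NaCl, Pluronic. Measured by: fluorescence polarization. Measure: percent inhibition from mP, scaled between DMSO and no-protein wells. Replication: one well per compound.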
PPC-1+TRAIL kill – compounds killing PPC-1 cancer cells with TRAIL present (potentiator screen, no TRAIL-free arm) | PPC-1 cells + TRAIL, ATPLite viability luminescence | cell killing (% activity), % at 4 µM | 220,000 tested, 0.41% active;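 active means cell killing above 50% in the first pass at 4 µM, then a duplicate retest at 5 µM averaging 50% or more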;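 further: plate controls were cells with TRAIL plus DMSO for no effect and medium-only wells lacking cells for full effect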
TNF death inh – blocks TNF-alpha induced death of Jurkat FADD-/- cells; Jurkat FADD-/- TNF necroptosis rescue, ATP luminescence, 24 h; 0 = TNF only, 100 = no-TNF cells; activation (protection from cell death), % at 10 µM; 220,000 tested, 0.068% active; AID 463075;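 active means activation, meaning protection from cell death, of at least 50% relative to plate controls; inactive means activation below 50%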;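 further: necroptosis triggered by 40 ng/mL TNF-alpha added together with compound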
Wee1 degr inh – inhibitors of human Wee1 degradation; reporter increase, % at 5 µM; P30291; HeLa Luc-Wee1K328M stability, luciferase luminescence; 100% = proteasome inhibitor MG132 effect; 220,000 tested, 1.2% active;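 active means activation above the mean of all tested compounds plus 3 SD, set per screening run, cut at about 8.8% in these data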;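 further: cells exposed to compound for 20 h before luminescence read; 0% = DMSO alone and 100% = MG132 at 30 µM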
Target sequence (P30291 whole entry K328M): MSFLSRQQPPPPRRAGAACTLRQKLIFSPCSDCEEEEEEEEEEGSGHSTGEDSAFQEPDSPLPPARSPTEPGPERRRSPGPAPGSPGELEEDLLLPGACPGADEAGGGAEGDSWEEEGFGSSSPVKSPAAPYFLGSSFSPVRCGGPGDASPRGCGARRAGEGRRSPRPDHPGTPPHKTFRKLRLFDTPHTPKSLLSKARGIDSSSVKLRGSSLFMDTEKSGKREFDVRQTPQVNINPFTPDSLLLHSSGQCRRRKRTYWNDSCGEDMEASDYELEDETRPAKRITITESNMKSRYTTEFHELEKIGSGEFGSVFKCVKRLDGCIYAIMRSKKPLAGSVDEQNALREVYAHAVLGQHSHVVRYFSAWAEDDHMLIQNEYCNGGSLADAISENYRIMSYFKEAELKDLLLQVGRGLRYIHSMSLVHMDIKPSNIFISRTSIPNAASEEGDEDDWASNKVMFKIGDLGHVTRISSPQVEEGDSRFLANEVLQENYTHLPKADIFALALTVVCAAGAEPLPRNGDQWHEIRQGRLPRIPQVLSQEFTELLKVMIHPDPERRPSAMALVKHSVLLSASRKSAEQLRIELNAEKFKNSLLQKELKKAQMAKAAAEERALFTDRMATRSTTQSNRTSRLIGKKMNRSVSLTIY
Ba/F3 V617F tox – reduce viability of Ba/F3 cells dependent on JAK2V617F | inhibition, % at 5.6 µM | Ba/F3 EpoR-JAK2V617F viability, ATP luminescence | 220,000 tested, 1.1% active;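 active means inhibition above the campaign mean plus 3 SD over all tested compounds, cut at about 24% in these data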;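 further: cytokine-independent growth of Ba/F3 cells driven by EpoR plus mutant JAK2; 0% = DMSO-treated cells and 100% = JAK inhibitor I control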
An asterisk follows results filed as active. Not a hit list, and some 6.8% of all compounds hit somewhere here.

Every second line gives: CHOP inh	TRPML3 ag	zfTRPN1 agonist	BaF3 parental	RBBP9 inh	PPC-1+TRAIL kill	TNF death inh	Wee1 degr inh	Ba/F3 V617F tox
CN(C)S(=O)(=O)c1ccc(NC(=O)c2cc(F)c(F)cc2Cl)cc1
  17.6	-0.2	0.4	7.3	-6.5	8.1	0.3	1.1	-0.3
Cc1ccc(C)c(-c2nnc(OCC(=O)Nc3cc(C)on3)c3ccccc23)c1
  52.1	-0.7	-0.1	1.1	-10.1	7.6	-0.6	0.5	3.6
Cn1c2ccccc2c2cc(C(=O)N3CCOCC3)sc21
  13.1	-0.6	-0.6	5.8	-1.5	18.8	-8.1	-1.8	4.2
c1ccc(-n2c(-c3ccncc3)nnc2-c2ccco2)cc1
  3.1	0.4	0.1	0.9	-4.9	-0.3	-3.1	3.0	-1.0
COc1cc(/C=N/NC(=O)CCc2n[nH]c(=O)[nH]c2=O)cc(OC)c1OC
  2.1	-0.3	3.5	4.2	5.2	17.3	1.0	1.6	-3.1
Cc1ccccc1NC(=O)c1sc2nc3c(c(-c4ccco4)c2c1N)CCCC3
  67.5	0.8	-1.0	1.1	15.4*	-1.5	-1.5	2.6	-4.0
CC(c1nccs1)N(C)c1nc2nonc2nc1NC1CC1 (stereo not given)
  -9.6	0.6	1.0	-0.9	-5.2	-7.2	1.3	-1.6	-3.8
Cc1ccc(N=Nc2c(O)n(CN3CCOCC3)c3ccccc23)cc1
  35.5	1.5	0.5	3.2	-4.2	6.4	-2.9	3.5	-0.8
CCOC(=O)NC(=O)COC(=O)c1ccc(Sc2ncn[nH]2)c([N+](=O)[O-])c1
  -15.5	0.6	2.3	3.3	-6.2	-2.1	0.8	-0.3	-3.0
Cc1cc(-n2cccn2)ccc1CN1CCN(C2CCCC2)C(CCO)C1 (stereo not given)
  -2.9	0.3	-0.8	5.2	-2.5	3.7	2.1	-0.4	-1.1
Cc1noc2ncnc(Oc3ccc(F)cc3)c12
  -22.9	0.6	0.1	-0.6	7.0	15.3	-2.8	0.3	-7.2
COc1ccccc1N1CCN(S(=O)(=O)c2c(C)ccc3nsnc23)CC1
  -5.3	-0.4	-0.5	5.8	3.5	17.9	-2.9	0.5	0.0
Cc1ccc(Sc2cnc(N)nc2C)cc1
  7.2	-0.1	-0.3	2.9	-5.7	20.0	1.3	-0.1	-1.4
c1ccc(C2CCC3(CC2)Oc2ccccc2C2CC(c4cccnc4)=NN23)cc1 (stereo not given)
  38.7	0.5	1.6	4.9	-2.6	4.9	4.3	8.7	-1.8
CN(C)S(=O)(=O)Oc1cccc(C(=O)Nc2ccc(Cl)cc2)c1
  47.0	2.5	6.2	8.1	-12.1	16.6	-18.7	1.1	7.4
COc1cc(C=C2C(=O)OC(C)(C)OC2=O)ccc1OCC(=O)Nc1ccccc1
  -19.4	0.6	0.1	4.1	-9.4	10.8	0.9	15.3*	4.3
CCOC(=O)/C(=C/c1c[nH]c2ccccc12)NC(C)=O
  7.6	1.1	0.5	0.5	-5.2	5.8	-2.0	-0.3	-2.0
Cc1c(C(=O)NCc2ccc3c(c2)OCO3)cccc1[N+](=O)[O-]
  -6.1	-0.6	0.9	6.8	-1.2	7.4	2.5	2.1	-2.8
COc1ccc(CCNC(=O)CCCCCNc2nc(=S)[nH]c3ccccc23)cc1OC
  7.9	0.9	6.7	6.8	-0.6	21.9	1.5	10.1*	3.1
CCSc1nnc(CCNC(=O)OC(C)(C)C)o1
  -8.3	0.7	-0.6	4.4	6.9	30.5	0.1	1.7	0.5
Cc1csc2c(=O)sc(NC(=O)c3ccc(F)cc3Cl)nc12
  22.0	1.6	2.2	-1.0	-4.2	-13.0	0.1	4.1	-1.2
O=C(C[n+]1cccc(O)c1)Nc1ccc(Br)cc1
  24.8	0.7	-0.1	-1.5	-4.8	10.8	-0.6	-0.5	-5.4
Cc1nnsc1-c1nc2ccccc2[nH]1
  10.3	-0.1	-0.2	8.4	-9.6	4.0	-3.1	3.0	4.2
CC(C)(C)NC(=O)C1CCN(S(=O)(=O)c2cccc(C(F)(F)F)c2)CC1
  5.6	0.2	0.4	1.8	-10.1	9.3	2.3	-0.9	6.3
Cc1cc(NC(=O)CCCn2nc([N+](=O)[O-])cc2C)no1
  0.1	0.7	0.0	3.3	-6.6	-8.5	1.8	0.8	0.9
Clc1cccc(Sc2ccc(-c3ccccn3)s2)c1
  3.0	-0.7	-2.9	3.1	5.5	-9.2	-0.5	-0.5	-1.6
O=C(O)c1cccc(NS(=O)(=O)c2ccc3c(c2)C(=O)c2ccccc2C3=O)c1
  5.7	0.8	-1.5	0.0	1.6	3.6	4.0	-2.1	-1.9
COc1ccccc1-c1cc(C(=O)N2CCCCC2)no1
  15.7	-0.6	0.4	1.6	-7.4	-16.3	0.9	2.2	-1.2
c1ccc(COc2ccc(CN3CCN(c4ccccn4)CC3)cc2)cc1
  -20.3	0.3	-0.7	5.8	-5.3	8.4	1.2	2.1	0.4
O=CN(CCN(C=O)CN1CCCCC1)CN1CCCCC1
  1.9	0.6	0.3	2.5	-4.9	2.7	-0.9	-1.8	1.8
Cc1ccc(-n2ncc3c(=O)[nH]c(SCC(=O)N4CCOCC4)nc32)cc1
  27.1	0.2	0.4	4.6	-4.1	11.8	0.7	0.4	-3.1
CC(=O)Nc1ccc(-c2nnn(CC(=O)c3ccccc3)n2)cc1Cl
  20.8	-0.4	1.1	3.5	-4.1	-7.9	-3.7	-1.8	-2.4
COC(=O)C1=C(N)OC2=C(C(=O)CC(C)(C)C2)C1c1ccccc1OCC#N (stereo not given)
  -5.2	0.5	-0.2	-4.0	1.9	9.2	0.4	3.1	-0.6
CCOc1ccccc1NC(=O)N1C2CCCC1CC(NC(=O)C1CC1)C2 (stereo not given)
  38.3	-0.1	-1.7	0.6	1.7	-1.7	-0.1	0.4	-1.9
Cc1ccc(CNC(=O)Nc2ccccc2)cc1
  -8.2	-0.6	0.9	3.4	-2.5	39.1	1.2	-2.2	4.6
Cc1cc(C(C)(C)C)cc(C)c1C(=O)O
  8.0	0.2	1.7	0.3	-9.5	-12.3	-0.2	-4.3	-0.6
CCNC(=O)CN(C1CCCCC1)S(C)(=O)=O
  -7.5	0.9	-1.3	3.9	-7.2	25.0	1.7	1.8	0.9
CSc1ncccc1C(=O)OCc1ccc(Br)cc1
  51.0	0.2	-0.5	-0.1	-11.4	-8.9	0.1	-0.9	-1.8
COC(=O)C1CN(S(=O)(=O)c2ccc(C)cc2)CCN1S(=O)(=O)c1ccc(C)cc1 (stereo not given)
  -1.6	0.0	-0.4	6.7	-1.3	22.0	-0.1	-3.9	0.8
CCN(CC)CCn1c(SCC(=O)Nc2ccc(F)cc2)nc2c(sc3ccccc32)c1=O
  103.7*	1.1	-1.4	1.2	-6.3	19.1	6.0	-0.8	0.0
CC[N+](C)(CC)CC(=O)OCC1C(C)C=C(C)CC1C (stereo not given)
  -9.3	0.0	1.9	34.4*	-1.7	-0.8	-0.3	-1.0	26.9*
O=C(O)CSc1nnc(Cn2cnc3ccccc32)n1CCc1ccccc1
  -19.4	1.3	0.6	1.6	-3.4	18.2	1.2	-2.3	-0.3
Cc1nccn1-c1ccc(C(F)(F)F)cc1[N+](=O)[O-]
  -14.5	1.0	2.0	-0.2	1.6	18.2	-0.1	-0.1	-1.9
Cc1ccc(-c2nn(C)c(=O)c3ccccc23)cc1CNS(C)(=O)=O
  12.5	0.6	1.2	6.5	-5.6	14.5	-2.6	0.5	-0.4
O=C(Cc1n[nH]c(=O)c2ccccc12)OCC(=O)N(Cc1ccccc1)Cc1ccccc1
  10.6	-1.2	-0.2	0.8	1.2	10.1	-1.5	-3.2	-4.7
COc1ccc(NC(=O)N(CCO)Cc2cc3c(C)cc(C)cc3[nH]c2=O)cc1
  46.3	-0.6	-2.5	5.0	-0.9	4.0	-1.8	5.7	4.5
CC(C)n1cnc2c(=S)nc[nH]c21
  18.7	0.1	-1.0	-3.4	3.1	-2.4	1.4	2.9	-0.5
CCc1ccc(S(=O)(=O)c2nnn3c2nc(NCCNC(C)=O)c2ccccc23)cc1
  -13.9	-0.2	0.5	-0.1	-12.2	10.5	1.4	4.0	0.8
CN(C)S(=O)(=O)N(CC(=O)N1CCC(Cc2ccccc2)CC1)c1ccccc1
  33.8	2.0	4.9	5.7	-1.6	32.2	1.0	-2.6	-2.0
O=C(O)CCn1c(C2CCCCC2)nc2ccccc21
  3.2	1.0	-0.7	6.7	-1.0	-8.7	0.5	-0.2	-1.6
O=C(Oc1ccc2cc(Br)ccc2c1)N1CCCCCC1
  84.9*	0.4	-1.3	0.1	-2.1	21.8	5.1	8.3	-2.5
O=C(/C(=N\O)n1cncn1)c1ccc(Br)cc1Br
  -15.3	0.5	1.4	0.7	-3.9	6.3	1.7	0.9	-4.0
CCn1c(CN2C(=O)CSc3ccccc32)n[nH]c1=S
  11.5	0.1	-0.4	0.9	-4.4	9.9	1.6	1.9	-4.4
CCOc1cc(C2/C(=C(/O)c3ccc(OC(C)C)cc3)C(=O)C(=O)N2CCCOC)ccc1O (stereo not given)
  -5.1	0.7	-0.7	4.3	-1.4	26.1	-2.4	-2.3	0.3
CC(=O)O/N=C(/c1nonc1N)N1CCN(c2ccc([N+](=O)[O-])cc2Cl)CC1
  39.4	0.9	1.5	4.8	-5.9	6.7	-0.8	-0.6	-2.7
C=CCc1cccc2ccc(=O)oc12
  -2.7	1.2	0.5	3.8	-7.3	-9.0	3.4	1.2	-4.6
O=C(O)CN1C(=O)C2(OCCCO2)c2ccccc21
  31.5	1.1	-0.7	4.4	-6.4	2.7	-1.7	-0.5	0.0
O=C1c2ccccc2C(O)(c2ncc[nH]2)N1C1CCCCC1 (stereo not given)
  -2.2	0.7	0.6	2.7	-6.4	2.5	-0.2	-1.1	1.7
O=C(CSc1ccc2c(c1)OCCO2)Nc1ccc(Cl)cn1
  27.3	0.9	0.3	4.1	-3.2	8.5	6.9	11.0*	-2.6
C=CCOc1c(Br)cc(/C=C2/NC(=S)N(C(C)=O)C2=O)cc1OC
  21.2	0.7	0.4	10.4	-7.4	5.1	-0.2	2.5	-0.1
